# BAP1 inh: human BAP1 deubiquitinase inhibition. Q92560. recombinant BAP1, Ub-AMC hydrolysis fluorescence kinetic; hits give low values. activity remaining (% of control), % at 20 µM. actives 0.48% (n = 72,000). AID 436;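 active = activity remaining at or below 50% of control, provided the compound also passes the data quality filters; inactive = the rest, including low values that fail the filters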;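 note: 100% = DMSO wells rate and 0% = substrate alone blank rate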
# Target sequence (Q92560 whole entry, looked up): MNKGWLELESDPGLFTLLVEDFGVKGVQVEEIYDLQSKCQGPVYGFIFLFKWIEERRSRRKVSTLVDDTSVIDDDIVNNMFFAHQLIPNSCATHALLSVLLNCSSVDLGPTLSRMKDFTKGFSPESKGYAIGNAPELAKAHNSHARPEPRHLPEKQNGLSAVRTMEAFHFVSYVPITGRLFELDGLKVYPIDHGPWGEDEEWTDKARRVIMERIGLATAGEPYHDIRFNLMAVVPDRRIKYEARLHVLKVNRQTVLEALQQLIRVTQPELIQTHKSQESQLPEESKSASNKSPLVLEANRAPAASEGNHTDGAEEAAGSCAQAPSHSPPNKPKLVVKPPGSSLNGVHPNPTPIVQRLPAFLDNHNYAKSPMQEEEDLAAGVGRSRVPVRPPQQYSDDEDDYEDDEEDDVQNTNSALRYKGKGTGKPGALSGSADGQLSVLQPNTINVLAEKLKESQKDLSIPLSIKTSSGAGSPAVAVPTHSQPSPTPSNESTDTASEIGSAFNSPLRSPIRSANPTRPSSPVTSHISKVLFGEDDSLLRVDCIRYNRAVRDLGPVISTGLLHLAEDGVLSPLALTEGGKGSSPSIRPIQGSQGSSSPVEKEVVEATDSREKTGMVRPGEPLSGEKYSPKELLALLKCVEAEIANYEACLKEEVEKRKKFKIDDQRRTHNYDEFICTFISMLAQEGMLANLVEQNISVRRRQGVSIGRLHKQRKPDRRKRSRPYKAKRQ
# HePTP inh: blocks human HePTP tyrosine phosphatase; actives 0.64% (n = 110,000); inhibition, % at 20 µM; P35236; recombinant HePTP phosphatase activity, OD absorbance; AID 521; in the data active = inhibition above about 50%;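 note: plate controls were vehicle for no effect and reference inhibitor for full effect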
# * hit, by the source's call; / = not tested or not shown; & = joins results of further samples. Not all compounds are listed, so the mix of outcomes need not match the whole.
# Start of the listing, in advance:
1. COC1CCCCC1NCCc1ccc(Cl)cc1Cl (stereo not given)
2. COC(=O)CCCNC(=O)CN1CC(c2ccccc2)CC1=O (stereo not given)
3. CCN1CCN(c2nc3c(c(=O)[nH]2)CCCC3)CC1
4. Cc1nc2ccccc2c(=O)n1-c1cccnc1
5. O=C(COc1ccc2ccccc2c1)N1CCN(Cc2ccc(Br)cc2)CC1
6. O=[N+]([O-])c1ccc(N2CCCCCC2)c(F)c1Br
7. CCC/C(=N\O)c1c[nH]c2ccccc12
8. Cc1cccn2c(NCC3CCCO3)c(C(C)C)nc12 (stereo not given)
9. Cc1ccc(-n2c(C=Cc3cccnc3)nc3ccccc3c2=O)cc1
10. CCC(=Nc1ccc2c(c1)CCC2)c1c(O)n(C)c(=O)n(C)c1=O

screen / no.,1,2,3,4,5,6,7,8,9,10
BAP1 inh,/,94,102,103,/,/,105,107,112,89
HePTP inh,-4,-4,7,-3&-15,6,6,9,3,/,6

11. CCC(=O)c1ccc(N2CCNCC2)c(F)c1
12. O=C(c1ccc(CS(=O)(=O)c2ccc(Br)cc2)o1)N1CCC2(CC1)OCCO2
13. CCCCCC1(C)NCCN2C(=O)CSC21 (stereo not given)
14. COc1cc(C(=O)Nc2ccc([N+](=O)[O-])cc2C(=O)c2ccccc2)cc(OC)c1OC
15. COc1ccccc1N1CCN(Cc2ccccc2Cl)CC1
16. O=P(/C(=N/O)N1CCCCC1)(N1CCOCC1)N1CCOCC1
17. O=C1CC(=O)N(c2ccc(Cl)cc2)C(=O)N1
18. Cc1ccccc1NC1=NCC(C)S1 (stereo not given)
19. COc1cc(CC2C(=O)N(C)C(=O)N(C)C2=O)ccc1OCc1ccccc1

screen / no.,11,12,13,14,15,16,17,18,19
BAP1 inh,/,92,/,72,103,103,/,85,94
HePTP inh,-2,4,-2,/,7,-4,-18,3&-12,14

# The listing, previewed entries included:
1. COC1CCCCC1NCCc1ccc(Cl)cc1Cl (stereo not given)
2. COC(=O)CCCNC(=O)CN1CC(c2ccccc2)CC1=O (stereo not given)
3. CCN1CCN(c2nc3c(c(=O)[nH]2)CCCC3)CC1
4. Cc1nc2ccccc2c(=O)n1-c1cccnc1
5. O=C(COc1ccc2ccccc2c1)N1CCN(Cc2ccc(Br)cc2)CC1
6. O=[N+]([O-])c1ccc(N2CCCCCC2)c(F)c1Br
7. CCC/C(=N\O)c1c[nH]c2ccccc12
8. Cc1cccn2c(NCC3CCCO3)c(C(C)C)nc12 (stereo not given)

screen / no.,1,2,3,4,5,6,7,8
BAP1 inh,/,94,102,103,/,/,105,107
HePTP inh,-4,-4,7,-3&-15,6,6,9,3

9. Cc1ccc(-n2c(C=Cc3cccnc3)nc3ccccc3c2=O)cc1
10. CCC(=Nc1ccc2c(c1)CCC2)c1c(O)n(C)c(=O)n(C)c1=O
11. CCC(=O)c1ccc(N2CCNCC2)c(F)c1
12. O=C(c1ccc(CS(=O)(=O)c2ccc(Br)cc2)o1)N1CCC2(CC1)OCCO2
13. CCCCCC1(C)NCCN2C(=O)CSC21 (stereo not given)
14. COc1cc(C(=O)Nc2ccc([N+](=O)[O-])cc2C(=O)c2ccccc2)cc(OC)c1OC
15. COc1ccccc1N1CCN(Cc2ccccc2Cl)CC1
16. O=P(/C(=N/O)N1CCCCC1)(N1CCOCC1)N1CCOCC1

screen / no.,9,10,11,12,13,14,15,16
BAP1 inh,112,89,/,92,/,72,103,103
HePTP inh,/,6,-2,4,-2,/,7,-4

17. O=C1CC(=O)N(c2ccc(Cl)cc2)C(=O)N1
18. Cc1ccccc1NC1=NCC(C)S1 (stereo not given)
19. COc1cc(CC2C(=O)N(C)C(=O)N(C)C2=O)ccc1OCc1ccccc1
20. Cc1ccc(NC(=O)C(Cl)(Cl)Cl)cc1Cl
21. CCC1(CC)C(=O)N(C)C(=O)N(C)C1=O
22. O=C(CCCCCn1c(=S)[nH]c2ccccc2c1=O)N1CCC2(CC1)OCCO2
23. CN1C(=O)C(=Cc2ccc(C(=O)O)cc2)C(=O)N(C)C1=O
24. CCOC(=O)CN1C(=O)C2(C(C#N)=C(N)Oc3ccccc32)C(C(=O)OC)=C1C (stereo not given)

screen / no.,17,18,19,20,21,22,23,24
BAP1 inh,/,85,94,/,/,94,/,64
HePTP inh,-18,3&-12,14,2,-2,9,-8,-4

25. O=C(COc1ccccc1)N1CCN(Cc2ccc([N+](=O)[O-])cc2)CC1
26. CCCCN1C(=O)NC(=O)C2(Cc3c(nc4c(C)cccn4c3=O)N3CCc4ccccc4C32)C1=O (stereo not given)
27. O=C(Nc1ccc(Br)cc1C(=O)c1ccccc1Cl)c1ccco1
28. Cc1ccc(C(=O)Nc2ccc(N/C(N)=N/[N+](=O)[O-])cc2)cc1
29. Cc1nc2cc(-c3ccc(Cl)cc3)nn2c(C)c1CCC(=O)N1CCC2(CC1)OCCO2
30. O=C1NC(=O)C2(Cc3ccccc3N3CCCC32)C(=O)N1c1ccc(Cl)cc1 (stereo not given)
31. O=c1c2ccccc2nc(-c2ccccn2)n1-c1ccc(Cl)cc1
32. C=CCN1CCC23c4c5ccc(O)c4O[C@H]2C(=O)CC[C@@]3(O)C1C5 (stereo not given in full)

screen / no.,25,26,27,28,29,30,31,32
BAP1 inh,/,118,80,/,129,98,/,81
HePTP inh,-15,-5,/,-9,-10,7,2,/

33. CN(C)C1(c2nnnn2-c2ccc(Cl)cc2)CCCCC1
34. c1cncc(C2CC(c3cccs3)n3ncnc3N2)c1 (stereo not given)
35. Cc1ccc(CS(=O)(=O)Cc2ccc(C(=O)N3CCC4(CC3)OCCO4)o2)cc1
36. COc1ccccc1N1CCN(C(=O)C(O)(c2ccccc2)c2ccccc2)CC1
37. Cc1cccnc1NC1=NCC(C)S1 (stereo not given)
38. O=C1CC(=O)N(c2ccc(Cl)cc2Cl)C(=O)N1
39. O/N=C/c1c[nH]c2ccccc12
40. COc1cc(/C=C2\C(=O)NC(=O)N(c3ccccc3)C2=O)c([N+](=O)[O-])cc1OC

screen / no.,33,34,35,36,37,38,39,40
BAP1 inh,99,93,97,/,79,95,100,/
HePTP inh,3,3,3,-24,11,0,0,4

41. CC(=O)Nc1ccc2c(c1)CC1(C(=O)N(C)C(=O)N(C)C1=O)C1CCCN21 (stereo not given)
42. CN1C(=O)NC(=O)/C(=C\c2cc3c(cc2Cl)OCO3)C1=O
43. CCC(=NCc1cccnc1)c1c(O)n(Cc2ccccc2)c(=O)[nH]c1=O
44. COC(=O)C(C)Oc1cc(C)cc2oc(=O)c3c(c12)CCC3 (stereo not given)
45. Clc1cccc(CN2CCCCC2c2cccnc2)c1 (stereo not given)
46. O=[N+]([O-])c1ccc(CNCCc2ccc(Cl)cc2)cc1
47. O=C(OC1CCN(CCCl)CC1)C(c1ccccc1)c1ccccc1
48. O=C(Cc1ccccc1)N1CCN(CC2CC=CCC2)CC1 (stereo not given)

screen / no.,41,42,43,44,45,46,47,48
BAP1 inh,102,/,92,68,91,/,90,131
HePTP inh,8,-10,8,8,-1,2,/,4

49. CC1OC(NCCc2ccccc2)C(O)C(O)C1O (stereo not given)
50. NC(=O)CI
51. O=C1C2CCCN2C(c2cccnc2)N1c1ccc(Cl)c(Cl)c1 (stereo not given)
52. CCNCC1(c2ccc(OC)c(OC)c2)CCCC1
53. COCCCNC(=O)c1c(NC(=O)c2ccco2)n(Cc2ccccc2)c2nc3ccccc3nc12
54. CC12CN3CCN(CC(C3)C1O)C2 (stereo not given)
55. CC(=NCC1CCCO1)c1c(O)n(Cc2ccccc2)c(=O)[nH]c1=O (stereo not given)
56. CCCCCn1c(=O)c(C(=O)Nc2cccc(C)c2)c(O)c2ccccc21

screen / no.,49,50,51,52,53,54,55,56
BAP1 inh,91,92,112,104,65,107,90,/
HePTP inh,4,/,-12,3,3,-6,10,-8

57. COc1ccc(CNC(=O)/C=C/c2ccc3[nH]cc(CCN(C)C)c3c2)cc1
58. CN1CCC(O)(c2ccccc2)C2CCCC21 (stereo not given)
59. Cc1ccc(C)c(NC2=NCCCS2)c1
60. COc1ccc(N2C(=O)CC(=O)NC2=S)cc1
61. CCc1ccc(N2C(=O)NC(=O)/C(=C/C=C/c3ccco3)C2=O)cc1
62. COc1ccc(CN2CCN(C(=O)COc3cccc(C)c3)CC2)c(OC)c1
63. Cc1ccc2nc(N3CCN(C)CC3)[nH]c2c1
64. Oc1ccc(CC2CC3CCN2CC3)cc1O (stereo not given)

screen / no.,57,58,59,60,61,62,63,64
BAP1 inh,90,63,99,/,/,99,112,94
HePTP inh,/,-1,-6,2,33,12,-11,2

65. CO[C@H]1CC=C2CCN3CCC4=C(CC(=O)OC4)[C@]23C1
66. Cc1ccc(C(=O)C(C)(C)NO)cc1
67. CN(C)c1ccc(/C=C2\C(=O)NC(=S)N(c3cccc4ccccc34)C2=O)cc1
68. CC1(C)CN=C(Nc2nc3ccccc3s2)S1
69. CC(=O)Oc1ccccc1C(=O)Oc1ccc2c(c1)c(C(C)=O)c(C)n2Cc1ccccc1
70. CC1=NOC2(C)Nc3ncnn3C(c3ccccc3)C12 (stereo not given)
71. COc1ccc(CCNC2CCCCC2OC)cc1 (stereo not given)
72. CC(Cc1ccc(OCC(=O)O)cc1)NCC(O)c1cccc(Cl)c1 (stereo not given)

screen / no.,65,66,67,68,69,70,71,72
BAP1 inh,98,/,/,65,/,94,/,85
HePTP inh,/,4,9,-6,10,4,-16,/

73. O=C(O)[C@@H]1CCN1
74. Cc1ccccc1N1C(=O)/C(=C/c2ccc(OCc3cccc(C(=O)O)c3)cc2)C(=O)NC1=S
75. C[N+]1(C)CCC(OC(=O)C(c2ccccc2)c2ccccc2)CC1
76. CCCC(=O)c1ccc(N2CCN(C)CC2)c(F)c1
77. O=C(CN1CC=C(c2ccccc2)CC1)NC(=O)NCc1ccco1
78. Cc1ccc(C2(O)CC(C)N(C)CC2C)cc1 (stereo not given)
79. CSc1nc2ccccc2c(=O)n1-c1cccc(C)c1
80. Cn1c(O)c(C=NCCCNC2CCCCC2)c(=O)n(C)c1=O

screen / no.,73,74,75,76,77,78,79,80
BAP1 inh,95,/,96,/,106,130,/,134
HePTP inh,/,48,/,2,10,5,11,1

81. Cc1nc2cc(C(F)(F)F)ccc2n1C1CCN(Cc2nnnn2Cc2ccc3c(c2)OCO3)CC1
82. COc1cc(C2NCc3ccccc3-n3cccc32)ccc1O (stereo not given)
83. COc1cc(OC)c(OC)cc1CC1C(=O)N(C)C(=O)N(C)C1=O
84. OC(c1ccc(F)cc1)C(c1ccccc1)N1CCOCC1 (stereo not given)
85. COc1ccc(C(=O)C(Cc2ccccc2)N(C)C)cc1 (stereo not given)
86. O=C(O)c1cn(Cc2ccccc2)c2ccccc12
87. CCC1(c2ccccc2)C(=O)NC(=O)N(C(=O)c2cccc(F)c2)C1=O (stereo not given)
88. O=c1[nH]c(=O)n(Cc2ccc(F)cc2)c(O)c1C=NCCN1CCCCC1

screen / no.,81,82,83,84,85,86,87,88
BAP1 inh,142,101,184,78,118,/,/,99
HePTP inh,7,-5,/,8,3,-5,4,-4

89. CC(=NCCCN1CCOCC1)c1c(O)n(Cc2ccccc2)c(=O)[nH]c1=O
90. COc1ccc(-c2ccc(C=C3C(=O)NC(=S)NC3=O)o2)c([N+](=O)[O-])c1
91. COC(=O)C(c1ccccc1)N1CCCCCC1 (stereo not given)
92. Oc1c(Cl)cc(Cl)cc1CN1CCN(Cc2ccccc2)CC1
93. O=C(COc1ccc(Cl)cc1)N1CCN(Cc2ccccc2)CC1
94. CCC(N)C(=O)c1ccc(F)cc1 (stereo not given)
95. COc1ccccc1N1C(=O)NC(=O)/C(=C\c2ccc(O)cc2)C1=O
96. O=c1[nH]c(=O)n(CCC2=CCCCC2)c(O)c1C=NC1CCN(Cc2ccccc2)CC1

screen / no.,89,90,91,92,93,94,95,96
BAP1 inh,103,/,162,90,91,127,/,71
HePTP inh,8,42,2&5,5,0&0,/,-7,8

97. COc1ccc(C2=NCC(=O)N(CC(=O)NCc3ccco3)c3sc4c(c32)CCCC4)cc1
98. COc1ccc(C2NCc3ccc4c(c3-n3cccc32)OCO4)cc1O (stereo not given)
99. CCCCCCn1c(O)c(C=NC2CCN(Cc3ccccc3)CC2)c(=O)[nH]c1=O
100. O=C(c1ccc2c(c1)ncn2C1CCCCC1)N1CCC2(CC1)OCCO2
101. CC12CCCCC1=[N+]([O-])CN2O (stereo not given)
102. O=P(Nc1cccc(F)c1)(Oc1ccccc1Cl)Oc1ccccc1Cl
103. CCc1nc2ccccc2c(=O)n1-c1cccc(O)c1
104. Clc1ccc(CN2CCNCC2)cc1
105. NCC(O)c1cc(O)c(O)cc1F (stereo not given)
106. c1ccc2cc3ncccc3cc2c1

screen / no.,97,98,99,100,101,102,103,104,105,106
BAP1 inh,102,103,83,105,94,71,/,151,95,108
HePTP inh,9,-2,5,-8,-7,/,-3,/,/,/

# High-throughput results deposited in PubChem by several laboratories.
